Source: PubChem BioAssay
tolC growth inh: growth inhibitors of E. coli BW25113 tolC mutant; OD615; 2.2% of 65,000 active; growth inhibition, % at 10 µM (by protocol);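 active means growth inhibition at or above a cutoff equal to the mean over every tested compound plus 3 SD, cut at about 60% in these data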;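 further: growth measured after 20 h incubation at 37 °C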
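System: E. coli ΔtolC::kan strain BW25113; Buffer or medium: LB broth supplemented with 50 µg/mL kanamycin; Compound: 10 µM final, single dose; Incubation: bacterial growth with compound for 20 h at 37 °C; Signal: A615 absorbance measurement; Evaluation: growth inhibition in percent.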
Autofluor 339: intrinsic fluorescence of library compounds, ex339/em460 – biochemical, MLSMR library, data from DPM-DC assay, artefact control, profiling panel; compound autofluorescence, ex339/em460 nm, NADH buffer; active compounds read high; 1 = no-compound wells, NADH background; fluorescence fold increase at 10 µM; 5.5% of 65,000 active; AID 709;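 active means at 10 µM, mean starting fluorescence two-fold or more over control wells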;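 further: signal is the first read of a kinetic run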
M1 ag: agonists of M1 muscarinic receptor; 3% of 64,000 active; CHO-M1 cells, Fluo-4 calcium fluorescence, agonist mode; active compounds read high; AID 626; B-score at 10 µM;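 active means fluorescence rise, raw or as B-score row- and column-corrected plate score, outside the 99.7% band of its plate's samples, either direction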
NADH coupling: blocks coupling enzymes of NAD/NADH assays. coupled PK/LDH NADH assays, four targets. IC50, µM (highest dose often 10 µM), without a hit: top-dose inhibition. 0.02% of 65,000 active;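 active means single-dose screening hits from any of four coupled enzyme assays that gave an IC50 when retested across doses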;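 further: the DPM-DC format reads NADH fluorescence rather than 340 nm absorbance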
RORa activator: activators of human nuclear receptor RORA. P35398. CHO-K1 Gal4-RORA LBD luciferase reporter, luminescence; percent increase over mock-subtracted basal signal. activation, % at 10 µM. 1.5% of 65,000 active. AID 560;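 active means activation above the mean of all tested compounds plus 3 SD, cut at about 49% in these data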;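 further: 0% = DMSO-treated RORA cells and 100% = added signal equal to DMSO minus mock-transfected cells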
TNAP act DEA: activates human TNAP at intermediate phosphate acceptor concentration. P05186. purified TNAP, CDP-star luminescence, 100 mM DEA, 30 min; active compounds read high; scale: 0 levamisole-inhibited, 1 vehicle-only enzyme. activation factor at 20 µM. 64,000 tested, under 10 active. AID 813;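 active means activation factor of at least 2 at 20 µM, relative to controls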
Target sequence (P05186 whole entry, looked up): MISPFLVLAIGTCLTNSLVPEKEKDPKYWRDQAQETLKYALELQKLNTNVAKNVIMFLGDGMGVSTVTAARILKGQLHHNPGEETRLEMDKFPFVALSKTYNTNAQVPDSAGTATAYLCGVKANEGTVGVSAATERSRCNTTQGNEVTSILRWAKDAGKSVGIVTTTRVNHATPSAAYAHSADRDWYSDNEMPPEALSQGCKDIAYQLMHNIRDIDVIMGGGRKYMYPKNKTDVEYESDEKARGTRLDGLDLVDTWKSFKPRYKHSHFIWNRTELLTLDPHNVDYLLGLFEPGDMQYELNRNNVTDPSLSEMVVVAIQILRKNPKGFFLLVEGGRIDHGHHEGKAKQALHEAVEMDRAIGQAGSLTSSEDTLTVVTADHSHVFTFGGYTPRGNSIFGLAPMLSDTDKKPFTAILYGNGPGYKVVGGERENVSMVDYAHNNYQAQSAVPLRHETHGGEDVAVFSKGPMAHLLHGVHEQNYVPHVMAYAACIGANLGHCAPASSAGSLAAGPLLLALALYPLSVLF
SF1 activator: activates the human nuclear receptor SF-1; activation, % at 10 µM; 1.9% of 65,000 active; CHO-K1 Gal4-SF-1 LBD luciferase reporter; % increase over DMSO SF-1-specific signal; Q13285; AID 522;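 active means activation above the mean activation of all tested compounds plus 3 SD, cut at about 50% in these data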
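Test system: CHO-K1 cells with Gal4–hSF-1 LBD chimera plus Gal4-driven luciferase; Input: 4,000 cells/well; Compound: 10 µM only; Times: 20 h compound treatment, 37 °C; Measured by: steady-glow luciferase luminescence, read after 15 min reagent incubation; Measure: percent activation versus DMSO; Control set: DMSO and mock-transfected background; Replicates: one test per compound.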
E coli RNAP: blocks E. coli RNA polymerase transcription. P0A8V2. fluorescence transcription assay. inhibition, %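 (tested at 10 µM)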. 0.2% of 62,000 active; in the data active means inhibition above about 20%;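 further: 0% = enzyme without compound and 100% = no enzyme blank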
M1 antag: M1 muscarinic receptor (rat) antagonism | P08482 | CHO-M1 cells, Fluo-4 calcium, ACh EC80 antagonist mode; active compounds read low | B-score at 10 µM | 3.4% of 64,000 active;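 active means calcium fluorescence response, raw or row-and-column corrected B-score, differing from the plate sample mean either way at a set confidence level, mostly lower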
Target sequence (P08482 whole entry, looked up): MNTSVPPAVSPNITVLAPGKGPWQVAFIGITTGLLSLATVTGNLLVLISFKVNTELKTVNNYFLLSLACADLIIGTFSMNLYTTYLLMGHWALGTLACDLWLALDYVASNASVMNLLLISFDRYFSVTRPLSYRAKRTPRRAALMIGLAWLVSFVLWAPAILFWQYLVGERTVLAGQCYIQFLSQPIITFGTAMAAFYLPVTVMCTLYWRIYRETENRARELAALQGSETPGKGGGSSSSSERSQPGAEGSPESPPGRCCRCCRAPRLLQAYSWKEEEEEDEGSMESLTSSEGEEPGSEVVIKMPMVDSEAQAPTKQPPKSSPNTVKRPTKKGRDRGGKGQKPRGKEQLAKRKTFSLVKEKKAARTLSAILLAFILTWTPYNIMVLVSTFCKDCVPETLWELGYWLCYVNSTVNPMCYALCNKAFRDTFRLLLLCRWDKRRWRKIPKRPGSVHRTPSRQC
An asterisk follows results filed as active; . = no result given; [ ] = another dose, or the depositor's remark.

SMILES | tolC growth inh | Autofluor 339 | M1 ag | NADH coupling | RORa activator | TNAP act DEA | SF1 activator | E coli RNAP | M1 antag
COc1ccc(-c2cc(-c3ccccc3O)[nH]n2)cc1OC | 46 | 1.1 | 1.1 | 8% | -9 | 1 | 23 | . | -0.92
COc1ccc(C2/C(=C(/O)c3ccc(Cl)cc3)C(=O)C(=O)N2CCN2CCOCC2)c(OC)c1 (stereo not drawn) | -4 | 1.1 | -0.03 | 3% | 2 | 0.9 | -7 | 8 | -0.12
c1coc(-c2nnc3sc(-c4cccs4)nn23)c1 | 16 | 1.1 | 1.8 | 4% | 22 | 0.9 | 3 | 0 | 0.99
CCCCn1nnc(NC(=O)c2sc3cc(Cl)ccc3c2Cl)n1 | 8 | 1 | -0.0027 | 5% | -27 | 0.8 | -17 | -11 | 0.18
CCc1nc(SCC(=O)c2ccc(C)c(C)c2)n[nH]1 | 7 | 1.1 | -0.012 | 4% | 22 | 0.9 | -3 | 2 | 1
CCCCC(=O)Nc1ccc2c(c1)nc1n2CCOC1 | -22 | 1.1 | -0.056 | 3% | 4 | 1 | 26 | 3 | 0.42
CCCCOC(=O)CCc1c(C)[nH]c(=O)c(C#N)c1C | -15 | 1.3 | 1.1 | 5% | 0 | 0.9 | -10 | 1 | 1.2
COC(=O)c1cc(C(=O)OC)cc(N2C(=O)CC(Sc3nc(C)cc(C)n3)C2=O)c1 (stereo not drawn) | 3 | 1.1 | -0.35 | 8% | -7 | 0.9 | 15 | 8 | 1.4
COC(=O)c1ccccc1NC(=O)c1noc2c1CCC2 | 4 | 1.1 | 0.0056 | 3% | 9 | 0.8 | -12 | 9 | 1.9
COc1ccc(C(=O)NCC(=O)n2nc(C)cc2C)cc1OC | 3 | 1.1 | -0.021 | 4% | -7 | 1 | 5 | -7 | 0.0099
Cc1ccc(S(=O)(=O)Cc2ccc(C(=O)N3CCN(c4cc(C)ccc4C)CC3)o2)cc1 | 39 | 1.1 | -0.44 | 4% | -6 | 0.5 | -8 | 4 | 0.39
Cc1ccc(N2C(=O)[C@@H]3Cc4ccccc4CN3C2=O)cc1 | -13 | 0.94 | -0.68 | 10% | 3 | 1 | 21 | 3 | 0.031
COC(=O)c1c(NC(=O)CN2CCC(C)CC2)c2c(C)cccc2n1C | 7 | 1.2 | -2.3 | 5% | -15 | 1 | -14 | 11 | -0.49
O=C(CSc1nnc(NCc2ccccc2)s1)c1ccco1 | -9 | 0.9 | 0.086 | 7% | 4 | 0.9 | -12 | 4 | 0.029
Cc1[nH]c(=O)[nH]c(=O)c1S(=O)(=O)N1CCCC(C(=O)NCCc2ccccc2)C1 (stereo not drawn) | -27 | 1.1 | 0.86 | 6% | 0 | 0.9 | -3 | 10 | 0.74
c1cc2c(nn1)CCc1nonc1-2 | -15 | 1 | 0.2 | 5% | -1 | 0.9 | -8 | 8 | 1.1
COC(=O)c1ccc(C2c3c(oc4cc(C)c(C)cc4c3=O)C(=O)N2CCCN(C)C)cc1 (stereo not drawn) | 10 | 1.1 | 0.33 | 6% | 12 | 1.1 | -10 | 2 | -0.21
N#Cc1nc(-c2ccc(OCc3ccccc3)cc2)oc1N1CCC(C(N)=O)CC1 | -8 | 4* | 0.31 | 9%[fluoresces] | 2 | 1 | 23 | 5 | 0.4
Cc1ccc(N2C(=O)c3ccc(N)cc3C2=O)cc1C | 2 | 1.4 | -1.5 | 7% | 107* | 1 | 64* | 10 | 1.3
Cn1c(=O)c2c(nc(CN3CCc4ccccc4C3)n2Cc2ccccc2)n(C)c1=O | 30 | 1.2 | 0.005 | 6% | 3 | . | 3 | . | 0.48
O=C(COc1ccc(S(=O)(=O)N2CCOCC2)cc1)NC1CCCC1 | -11 | 1.1 | 0.68 | 5% | -2 | 1 | -5 | 0 | -0.65
O=c1oc(-c2cc3ccccc3o2)nc2sc3c(c12)CCCC3 | -3 | 1.4 | 0.67 | 5% | 8 | 0.9 | 0 | -4 | -0.72
O=C1OCCN1CCN(CN1C(=O)CCC1=O)CN1C(=O)CCC1=O | -26 | 1.1 | -0.069 | 4% | -8 | 0.9 | -8 | -4 | -0.028
O=C(NC1CCCc2ccccc21)C1CCCO1 (stereo not drawn) | -8 | 1 | -0.52 | 3% | -22 | 0.9 | -6 | 5 | -0.03
COc1ccc(C)cc1S(=O)(=O)N(CC(=O)O)c1ccc(C)cc1 | 7 | 1.1 | 0.72 | 1% | 19 | 0.9 | 3 | 8 | 0.54
Other compounds:
SMILES | tolC growth inh | Autofluor 339 | M1 ag | NADH coupling | RORa activator | TNAP act DEA | SF1 activator | E coli RNAP | M1 antag
COc1ccc(Cn2c(=O)[nH]c3cc(C(=O)N4CCN(Cc5ccccc5)CC4)ccc3c2=O)cc1 | 20 | 1.1 | -0.51 | 5% | -12 | 0.9 | -14 | -3 | -0.16
Cc1cc(=O)[nH]c(N2CCCC2)n1 | -18 | 1.1 | -0.45 | 1% | -13 | 1 | -6 | 9 | -0.25
Cc1cnc(C(=O)OCC(=O)N2CCc3ccccc3C2)cn1 | -11 | 1.1 | 0.062 | 5% | 6 | 0.9 | 6 | 0 | -0.032
CN(c1ccc(C(=O)Nc2cccnc2)cc1)S(C)(=O)=O | -18 | 1.1 | 0.068 | 1% | 6 | 0.9 | 3 | 9 | -0.98
Cc1ccc2[nH]c(C(=O)O)c(-c3ccccc3)c2c1 | 14 | 1.9 | 1.2 | 11% | 24 | 0.9 | -9 | 4 | -0.49
CCC(C)NC(=O)CCNS(=O)(=O)c1ccc(Br)cc1 (stereo not drawn) | -10 | 1 | -0.0055 | 2% | -5 | 1 | -2 | 3 | -0.39
CN(C)c1nc(OCCNC(=O)COc2ccc(Cl)cc2Cl)nc(N2CCOCC2)n1 | 12 | 1.1 | 0.98 | 7% | -4 | 0.9 | -2 | 1 | -0.018
O=C(Cn1ncc2c(=O)oc3ccccc3c21)N(Cc1ccco1)C1CCCCC1 | 9 | 1.1 | -0.85 | 2% | 17 | 0.9 | -16 | 0 | 0.13
COc1ccc(/C=N/n2cncn2)cc1COc1ccc(NC(C)=O)cc1 | -6 | 1.1 | -0.01 | 6% | 4 | 0.9 | 10 | 8 | -0.19
Cc1ccc(C(=O)CSc2nnc(CNc3ccc(C)cc3C)o2)cc1 | -4 | 1.1 | 0.014 | 3% | 4 | 0.9 | -16 | 3 | 0.97
CC(C)(Oc1ccc(Cl)cc1)C(=O)NCc1ccco1 | 11 | 1.1 | -0.17 | 6% | -13 | 1.1 | 8 | 6 | 0.096
CCCCSc1nc(O)c(C2OC(=O)c3c2ccc(OC)c3OC)c(=O)n1C (stereo not drawn) | 10 | 1.1 | -0.28 | 3% | 8 | 0.9 | -1 | 2 | 0.63
Cc1cc(Cl)ccc1OCCCC(=O)N1CCOCC1 | 1 | 1 | -0.4 | 2% | 28 | 1 | 33 | 11 | -0.57
CC(=O)c1ccc(NC(=O)C2CCC(C)NC2=O)cc1 (stereo not drawn) | -20 | 1.1 | -0.1 | 16% | 2 | 0.9 | -8 | 3 | 1.1
CCOC(=O)c1cnc(SCC(=O)Nc2cc(C(F)(F)F)ccc2N2CCOCC2)nc1N | -9 | 1.1 | -0.5 | 5% | 19 | 0.9 | 8 | 10 | 0.2
CC(C)OC(=O)C1C(=O)CC(C)(O)C(C(=O)OC(C)C)C1c1cccc(O)c1 (stereo not drawn) | -13 | 1.1 | -0.032 | 4% | 7 | 1 | 7 | 2 | -0.43
CC1(C(=O)NC2CCCCC2)CCC(=O)N1Cc1cccs1 (stereo not drawn) | 1 | 1 | 1.2 | 1% | 3 | 0.9 | 4 | -12 | -0.7
COc1ccc(-c2nn(C)c(=O)c3ccccc23)cc1NS(C)(=O)=O | -7 | 1.1 | -0.051 | 5% | -7 | 1 | 11 | . | 1
CC(C)=CCC/C(C)=C/CN(CC(C)O)CC(C)O (stereo not drawn) | -23 | 1.1 | 0.71 | 15% | 16 | 0.9 | 26 | -1 | -0.34
CC(SCc1ccccc1)C(=O)NC1CCCC1 (stereo not drawn) | 8 | 1.2 | 0.45 | 2% | -11 | 0.9 | -5 | 4 | -0.64
COc1ccccc1NC(=O)c1[nH]c(C)c(C(C)=O)c1C | -8 | 1.2 | 0.049 | 7% | 47 | 0.8 | 19 | 16 | 1.1
S=c1[nH]nc(C23CC4CC(CC(C4)C2)C3)n1Cc1ccco1 | 34 | 1.1 | -0.084 | 8% | 5 | 0.9 | 1 | -7 | -1.5
Cc1ccc2nc(NC(=O)CNS(=O)(=O)c3ccc(Br)s3)sc2c1 | 61* | 1.1 | -0.078 | 5% | -7 | 1 | -1 | 7 | -0.037
CN(c1ccccc1C(=O)NCc1ccco1)S(C)(=O)=O | -4 | 1.1 | -0.5 | 7% | 11 | 0.9 | -13 | 13 | -0.5
CCc1ccccc1OCCCCCNCCO | -13 | 1 | 0.28 | 4% | -8 | 0.9 | 2 | 4 | -1

Five records picked at random from the list so far, as already listed:
SMILES | tolC growth inh | Autofluor 339 | M1 ag | NADH coupling | RORa activator | TNAP act DEA | SF1 activator | E coli RNAP | M1 antag
Cc1cnc(C(=O)OCC(=O)N2CCc3ccccc3C2)cn1 | -11 | 1.1 | 0.062 | 5% | 6 | 0.9 | 6 | 0 | -0.032
CC(SCc1ccccc1)C(=O)NC1CCCC1 (stereo not drawn) | 8 | 1.2 | 0.45 | 2% | -11 | 0.9 | -5 | 4 | -0.64
Cc1ccc2[nH]c(C(=O)O)c(-c3ccccc3)c2c1 | 14 | 1.9 | 1.2 | 11% | 24 | 0.9 | -9 | 4 | -0.49
CC(C)OC(=O)C1C(=O)CC(C)(O)C(C(=O)OC(C)C)C1c1cccc(O)c1 (stereo not drawn) | -13 | 1.1 | -0.032 | 4% | 7 | 1 | 7 | 2 | -0.43
Cc1cc(=O)[nH]c(N2CCCC2)n1 | -18 | 1.1 | -0.45 | 1% | -13 | 1 | -6 | 9 | -0.25

The list goes on:
SMILES | tolC growth inh | Autofluor 339 | M1 ag | NADH coupling | RORa activator | TNAP act DEA | SF1 activator | E coli RNAP | M1 antag
CCN(CC)C(=O)CSc1nnc(-c2ccccc2)n1N | -11 | 1 | 1.2 | 2% | -6 | 0.9 | -1 | 0 | 2.4*
CCN1CCCC1CNC(=O)C1c2ccccc2C(=O)N(CCOC)C1c1ccc(F)cc1 (stereo not drawn) | -6 | 1.1 | 2.8 | 7% | -23 | 1 | -4 | 3 | 0.72
CCOc1cccc(C2c3c(oc4ccccc4c3=O)C(=O)N2c2ccccn2)c1 (stereo not drawn) | 3 | 1.1 | 0.3 | 7% | 32 | 1 | -33 | 6 | -0.17
Cc1nn2c(N3CCN(c4ccccn4)CC3)cc(C(C)C)nc2c1-c1ccccc1 | -28 | 3.1* | -0.2 | 9% | 14 | 0.9 | 11 | . | 0.66
CC1Oc2ccccc2N(CC(=O)c2cccc(Cl)c2)C1=O (stereo not drawn) | 28 | 1.1 | -0.0022 | 1% | -7 | 0.9 | -24 | 7 | -0.77
O=C(CSc1nc2c(cnn2-c2ccc(F)cc2)c(=O)[nH]1)N1CCCCCC1 | 11 | 1.1 | 1.1 | 3% | -6 | 0.9 | -11 | 2 | 0.17
CCOC(=O)c1ccc(NC(=O)CSc2nc(C)nc3c2c(=O)n(C)c(=O)n3C)cc1 | 51 | 1.1 | -0.88 | 1% | -14 | 0.9 | -10 | 9 | 0.021
CN1CCN(C(=O)c2ccccc2-c2nc(-c3ccccc3)no2)CC1 | -16 | 1.1 | 1 | 2% | 15 | 0.9 | 37 | 8 | -2.5
